# MC4R antag cAMP = blocks human MC4R cAMP signaling. MC4R-expressing cells, MTII-stimulated cAMP, LANCE TR-FRET. inhibition, % at 6.5 µM. 360,000 compounds, 0.48% hits. AID 540295;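 active = inhibition above its plate's cutoff, the mean of tested wells on that plate plus 3 SD, cut at about 29% in these data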;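 also: 0% = Melanotan II alone and 100% = Melanotan II plus saturating MCL0020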
# Target sequence (P32245 whole entry, looked up): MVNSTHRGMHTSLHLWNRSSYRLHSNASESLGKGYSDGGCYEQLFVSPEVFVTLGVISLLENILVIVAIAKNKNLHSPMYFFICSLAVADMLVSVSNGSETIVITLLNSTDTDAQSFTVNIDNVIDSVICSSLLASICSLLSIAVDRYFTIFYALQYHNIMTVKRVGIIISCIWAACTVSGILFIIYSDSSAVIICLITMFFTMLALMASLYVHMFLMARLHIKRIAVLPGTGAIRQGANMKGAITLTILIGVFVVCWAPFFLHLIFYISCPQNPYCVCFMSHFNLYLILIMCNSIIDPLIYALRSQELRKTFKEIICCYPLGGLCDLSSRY
#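 material = U2OS cells stably expressing human melanocortin 4 receptor (MC4R) | also added = Melanotan II challenge | dosing = single nominal compound dose of 6.5 µM | detection = TR-FRET with Eu-cAMP and labeled anti-cAMP, 671 nm | replication = singlicate | timing = compound 30 min, challenge 1 h, detection 1 h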
# MC4R ag barr = agonists of human melanocortin 4 receptor (MC4R) beta-arrestin; P32245; U2OS MC4R beta-arrestin complementation, luminescence; percent of melanotan II response, DMSO zero; activation, % at 8.9 µM; 360,000 compounds, 0.98% hits; AID 540308;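 active = activation above a per-plate cutoff, the mean activation of sample wells on that plate plus 3 SD, cut at about 8% in these data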
# PDI turbidity = blocks human protein disulfide isomerase activity | P07237 | PDI insulin aggregation turbidity, A650, 90 min | inhibition, % at 10 µM | 350,000 compounds, 0.052% hits | AID 588391;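 active = mean inhibition across replicates of 30% or more, whatever share of single replicates reach that level; inconclusive = mean inhibition below 30% while every single replicate reaches 30%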;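 also: absorbance from insulin aggregation driven by PDI reduction with DTT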
# Target sequence (P07237 whole entry, looked up): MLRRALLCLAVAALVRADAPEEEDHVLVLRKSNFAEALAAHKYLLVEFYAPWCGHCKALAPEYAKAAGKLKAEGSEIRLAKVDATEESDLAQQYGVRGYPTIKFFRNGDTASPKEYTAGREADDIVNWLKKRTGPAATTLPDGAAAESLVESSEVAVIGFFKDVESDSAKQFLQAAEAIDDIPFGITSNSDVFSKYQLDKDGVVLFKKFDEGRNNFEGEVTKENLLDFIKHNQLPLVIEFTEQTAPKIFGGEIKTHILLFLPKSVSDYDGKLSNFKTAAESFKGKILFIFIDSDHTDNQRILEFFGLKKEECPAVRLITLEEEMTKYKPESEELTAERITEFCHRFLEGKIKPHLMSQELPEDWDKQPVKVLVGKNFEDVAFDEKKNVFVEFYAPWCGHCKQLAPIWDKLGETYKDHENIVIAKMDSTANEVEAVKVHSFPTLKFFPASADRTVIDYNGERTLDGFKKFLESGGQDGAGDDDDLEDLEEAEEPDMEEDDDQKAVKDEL
# N-glyco inh = N-linked glycosylation inhibition; reporter increase, % at 12.5 µM; 360,000 compounds, 0.23% hits; D54 ERlucT glycosylation luciferase reporter, 24 h; percent of 100 nM tunicamycin response; AID 588692;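 active = mean luciferase reporter signal, scaled so untreated is 0 and the glycosylation-blocking control 100, at or above a set limit in every replicate; inconclusive = mean reaches the limit but not every replicate does; inactive = mean below the limit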;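 also: luciferase carries N-glycosylation sites so blocking glycosylation raises the light; 0% = median of neutral control wells and 100% = median of 100 nM tunicamycin wells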
# HTR2A ag = mouse HTR2A agonism via beta-arrestin recruitment. AID 624169. CHO-K1 mHTR2A beta-arrestin complementation, luminescence; percent of 30 µM serotonin response. activation, % at 7.6 µM. 360,000 compounds, 0.66% hits;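 active = activation above a run cutoff, the mean activation of all tested compounds plus 3 SD, cut at about 14% in these data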;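 also: 0% = plate median of compound wells and 100% = 30 µM serotonin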
# Vif inh = HIV Vif inhibition; 340,000 compounds, 0.35% hits; inhibition, % at 7.49 µM; HEK293T cells, Vif self-association by quenched fluorescence, imaging, 24 h; in the data active = inhibition above about 50%, passing the limit was not always enough; inconclusive = no clear call, values can overlap the other calls; inactive = below about 31%; also: some results filed as inactive read as strong as hits
# Cardio protect = modulators protecting cardiomyocytes from myocardial damage. protection from H2O2 cell death, % at 20 µM. 360,000 compounds, 0.63% hits. AID 588492. H9c2 cardiomyocytes, H2O2 injury protection, ATPLite, 2 h;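 active = compounds giving at least 50% protection of heart cells from peroxide-induced death in the single-dose screen, raw or plate-pattern-corrected value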;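 also: 0% = DMSO wells with peroxide and 100% = DMSO wells without peroxide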
# CaV13 ICDI inh = Primary screen for inhibitors of IQ motif and Ca2+-dependent inactivation inhibitor domain binding in CACNA1D, Förster resonance energy transfer in living cells, … | HEK cells, CFP/YFP FRET ICDI-IQ, plate reader, 10 min; percent FRET-ratio fall versus neutral wells | inhibition, % at 12.3 µM | 340,000 compounds, 0.098% hits | AID 743397;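 active = mean replicate inhibition of at least 30% and at least 1% of replicates passing that level; inconclusive = only one of the two criteria is met; inactive = neither criterion is met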;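 also: 0% = median of the neutral control wells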
# aDG glyco act = increases alpha dystroglycan glycosylation. Pro5-aDG cells, alpha-DG glycosylation AlphaScreen (IIH6); 0% Pro5, 100% B10-LARGE cell signal. activation, % at 10 µM. 360,000 compounds, 0.22% hits;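 active = activation of at least 8% versus controls, or a plate z-score of at least 8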;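 also: Pro5 are CHO cells carrying HIG-tagged alpha-DG that lacks glycosylation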
# ABCB6 inh MLPCN = inhibitors of human ABC transporter ABCB6; K562-ABCB6 porphyrin accumulation, flow cytometry, 1 h; stronger effect = lower value; AID 602162; 360,000 compounds, 0.19% hits; Q9NP58; fluorescence ratio to DMSO, % at 10 µM;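 active = fluorescence ratio to DMSO below 75%, the collection mean minus 3 SD; inconclusive = too few cells collected in the well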;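 also: signal is porphyrin accumulated inside mitochondria; 100% equals median channel fluorescence of DMSO control wells; lower ratio means ABCB6 inhibition with less porphyrin fluorescence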
# The depositor's hits bear a star; i = inactive; ? = inconclusive; . = no result given.
(1) CCCCc1nnc(NC(=O)COC)s1
(2) COc1ccc(OC)c(S(=O)(=O)N/N=C\c2ccc3c(c2)OCO3)c1
(3) COc1ccc(C(=O)N(CCCO)C(C)C(=O)NC2CCCCC2)cc1OC (stereo not drawn)
(4) O=[N+]([O-])c1cc(S(=O)(=O)NC2=NCCCCC2)ccc1Cl
(5) COc1ccc(CC(C(=O)Nc2ccc(OC)cc2)c2nn[nH]n2)cc1 (stereo not drawn)
(6) CCCCOc1ccc(C2C3CN(C(=O)OCC)CC=C3C(C#N)=C(N)C2(C#N)C#N)cc1OC (stereo not drawn)
(7) COc1ccc(Cl)cc1NC(=O)CN(C)C(=O)c1ccc(-n2cncn2)cc1
(8) COc1ccc(S(=O)(=O)Nc2cccc(F)c2C)cc1C(=O)N1CCOCC1

Assay by compound	1	2	3	4	5	6	7	8
MC4R antag cAMP	25	1	2	28	0	8	8	-4
MC4R ag barr	1.1	-2.4	-0.1	1.2	-1.1	-1.1	-0.1	-1.4
PDI turbidity	-1	5	1	0	-5	-3	-8	0
N-glyco inh	3	1	3	1	2	1	2	1
HTR2A ag	2	17*	0	5	-1	-1	9	0
Vif inh	1	5	-7	-3	25	-12	5	-3
Cardio protect	0	-2	-4	7	0	5	0	-1
CaV13 ICDI inh	-6	-10	-8	2	6	-7	-7	-6
aDG glyco act	-0.1	0.1	-0.2	0.3	-0.1	0.1	0.3	0.2
ABCB6 inh MLPCN	96	99	99	103	95	100	99	81

(9) COc1ccc(S(=O)(=O)N2CCCCC2)cc1NC(=O)c1cc([N+](=O)[O-])ccc1N1CCOCC1
(10) CCOC(=O)c1cn(CC)c2c(ccc3ccccc32)c1=O
(11) COc1ccccc1CNC(=O)c1ccoc1C
(12) Cn1c(=O)c2c(nc(CN3CCc4ccccc4C3)n2Cc2cccc(Cl)c2)n(C)c1=O
(13) Cc1ccc(-c2csc(NC(=O)c3ccc4c(=O)n5c(nc4c3)CCCCC5)n2)cc1
(14) Fc1ccc2[nH]c3c(NCc4ccccc4)ncnc3c2c1
(15) CN(CC(=O)Nc1ccc(Cl)c(C(F)(F)F)c1)C(=O)Cc1c[nH]c2ccccc12
(16) COc1ccc(CC(=O)N2CCN(c3ccccc3F)CC2)cc1OC

Assay by compound	9	10	11	12	13	14	15	16
MC4R antag cAMP	3	5	2	-15	-4	20	-3	8
MC4R ag barr	-1.2	-0.8	0.2	-1.5	2.4	-3.0	2.8	1.1
PDI turbidity	4	2	-4	.	-6	-1	-3	-4
N-glyco inh	-3	3	0	2	-2	3	2	-2
HTR2A ag	8	1	8	0	5	6	-4	1
Vif inh	0	-2	-1	-2	-6	-8	-9	-4
Cardio protect	6	-3	12	22	8	-22	-3	-6
CaV13 ICDI inh	-3	-2	-9	-8	-3	-5	-7	-5
aDG glyco act	-0.1	0.1	-0.3	-0.2	0.0	2.3	-0.1	0.3
ABCB6 inh MLPCN	90	93	99	93	85	84	100	99

(17) Cc1ccc(SCC(=O)OCn2nnc3ccccc3c2=O)cc1C
(18) CC(C)(C)NC(=S)NCC1CC1
(19) COc1ccc(CCNC(=S)NC(=O)c2ccc(Br)cc2)cc1OC
(20) COc1ccc(OC)c(S(=O)(=O)NCC(=O)NC2CCCc3ccccc32)c1 (stereo not drawn)
(21) COc1ccccc1N1CCN(S(=O)(=O)CCNC(=O)c2ccccc2Br)CC1
(22) COc1ccccc1/C=N/NC(=O)c1nnn(-c2nonc2N)c1-c1ccccc1
(23) COc1ccc(-c2[nH]nc3nc(N4CCN(C(=O)c5ccoc5)CC4)cc(C(F)(F)F)c23)cc1
(24) COCCn1c(SCC(=O)c2c(N)n(C3CC3)c(=O)[nH]c2=O)nc2ccccc21

Assay by compound	17	18	19	20	21	22	23	24
MC4R antag cAMP	27	10	2	2	9	1	14	2
MC4R ag barr	2.2	0.8	-3.3	-4.9	-0.9	-2.8	-1.1	-1.4
PDI turbidity	4	-5	-3	-3	-1	-7	12	16
N-glyco inh	2	2	-1	0	0	0	1	2
HTR2A ag	8	1	-5	-5	-2	-6	-4	2
Vif inh	-9	?	3	2	6	0	0	6
Cardio protect	9	2	-10	2	0	4	-6	-8
CaV13 ICDI inh	-18	-6	-4	.	-3	-3	-6	-2
aDG glyco act	-0.3	0.1	-0.2	0.3	0.0	0.0	0.5	1.2
ABCB6 inh MLPCN	98	102	99	99	98	98	102	94

(25) Cc1ccc(C(C)C)c(OC(=O)/C=C/c2ccccc2)c1
(26) CN1CCN(C(=O)CSc2nnc(COc3ccccc3)o2)CC1
(27) O=C(Nc1nc(-c2ccccc2)cs1)c1ccc(=O)[nH]c1
(28) O=C(CSCC(=O)NC1CC1)Nc1ccccc1
(29) O=Nc1c(O)n(Cc2ccc(Cl)cc2Cl)c2ccccc12
(30) COc1cc(CN(C)c2ccc(S(=O)(=O)N3CCCC3)cn2)ccc1OC(F)F
(31) Cc1ccc(NC(=O)COC(=O)C(CC(C)C)N2C(=O)C3CC=CCC3C2=O)c(C)c1 (stereo not drawn)
(32) O=C(COc1ccc(Cl)cc1Cl)N1CCCCCC1

Assay by compound	25	26	27	28	29	30	31	32
MC4R antag cAMP	4	-3	4	9	5	-10	8	11
MC4R ag barr	1.4	0.3	-1.4	-0.3	3.8	2.6	-0.1	-0.5
PDI turbidity	-3	-2	2	1	5	3	-3	-2
N-glyco inh	2	6	6	2	-3	-4	2	-2
HTR2A ag	-2	0	-5	0	8	-2	2	2
Vif inh	-8	-5	1	4	22	-13	8	-3
Cardio protect	-8	1	-11	0	-15	-10	-17	-3
CaV13 ICDI inh	-4	-4	2	.	-9	-6	-5	-5
aDG glyco act	-0.4	-0.1	0.1	-0.1	-0.1	0.0	-0.1	0.0
ABCB6 inh MLPCN	98	94	93	96	100	101	91	99

(33) Cc1cc(C)c(S(=O)(=O)c2ccc(F)cc2C)c(Cl)n1
(34) COc1ccccc1NC(=O)C(=N\O)/C(C)=N/O
(35) CSc1ccccc1C(=O)NCc1cccnc1
(36) Cc1noc(C)c1CSCC(=O)N1CCN(c2ccc([N+](=O)[O-])cc2)CC1
(37) CN(C)S(=O)(=O)c1cccc(C(=O)NC2CCSc3ccccc32)c1 (stereo not drawn)
(38) CC(Sc1nc(N)cc(N)n1)C(=O)NCCC1=CCCCC1 (stereo not drawn)
(39) O=C(COC(=O)C1(c2ccccc2F)CCCC1)NCc1cccs1
(40) Cc1cccc(C2CC(c3ccccc3)Nc3ncnn32)c1 (stereo not drawn)

Assay by compound	33	34	35	36	37	38	39	40
MC4R antag cAMP	-6	5	3	5	2	7	-1	0
MC4R ag barr	-1.1	-0.2	-1.9	-2.0	-2.5	-1.7	-0.9	-1.2
PDI turbidity	3	3	-5	-3	7	10	-3	.
N-glyco inh	0	0	2	-1	0	-1	-4	2
HTR2A ag	-3	4	0	-1	0	10	2	3
Vif inh	10	7	-7	-22	99*	-3	-2	0
Cardio protect	7	-1	6	-21	-1	-5	-3	5
CaV13 ICDI inh	-6	-3	2	-5	-2	-5	8	-12
aDG glyco act	0.0	0.1	0.2	0.5	0.0	0.0	0.2	0.1
ABCB6 inh MLPCN	100	96	89	102	96	92	100	102

# Only CaV13 ICDI inh and PDI turbidity, for some of the entries so far:
item	SMILES	CaV13 ICDI inh	PDI turbidity
34	COc1ccccc1NC(=O)C(=N\O)/C(C)=N/O	-3	3
35	CSc1ccccc1C(=O)NCc1cccnc1	2	-5
36	Cc1noc(C)c1CSCC(=O)N1CCN(c2ccc([N+](=O)[O-])cc2)CC1	-5	-3

# Continuation.
(41) O=C(C1=C[C@@H](c2ccccc2)C[C@@H](OCc2ccc(CO)cc2)O1)N1CCOCC1
(42) CN(Cc1ccccc1F)Cc1cc(=O)oc2cc(O)c(Cl)cc12
(43) COc1ccc(C(=O)NCC(=O)N/N=C/c2ccc(C)o2)cc1OC
(44) CC(=O)c1ccc(NS(=O)(=O)c2cc3c(cc2C)N(C(C)=O)CCO3)cc1
(45) CN1C(c2ccc(F)cc2)=CS/C1=C(/C#N)c1nnc(N2CCOCC2)n1-c1ccccc1
(46) O=C(O)C1C2CCC(C2)C1C(=O)Nc1cccc([N+](=O)[O-])c1 (stereo not drawn)
(47) CSCCC(NC(=O)/C(=C/c1ccco1)NC(=O)c1ccco1)C(=O)O (stereo not drawn)
(48) O=C(/C(=C/c1ccccc1)c1ccccc1)N1CCCCC1

Assay by compound	41	42	43	44	45	46	47	48
MC4R antag cAMP	9	6	-2	13	28	29*	3	4
MC4R ag barr	-1.2	-0.9	-1.5	-3.5	1.2	-2.2	-0.7	0.4
PDI turbidity	4	-3	19	1	-2	2	21	0
N-glyco inh	1	-1	0	4	0	0	2	-1
HTR2A ag	-3	7	4	6	0	2	1	2
Vif inh	4	7	-2	7	-5	-8	-3	-20
Cardio protect	5	-1	4	0	14	1	2	-6
CaV13 ICDI inh	-6	-5	-6	-2	-5	-21	-1	-7
aDG glyco act	-0.1	0.0	0.1	-0.2	-0.4	0.1	-0.1	-0.3
ABCB6 inh MLPCN	100	97	94	95	101	94	91	108

# Two entries drawn at random from the list so far, as already listed:
(43) COc1ccc(C(=O)NCC(=O)N/N=C/c2ccc(C)o2)cc1OC
(42) CN(Cc1ccccc1F)Cc1cc(=O)oc2cc(O)c(Cl)cc12

Assay by compound	43	42
MC4R antag cAMP	-2	6
MC4R ag barr	-1.5	-0.9
PDI turbidity	19	-3
N-glyco inh	0	-1
HTR2A ag	4	7
Vif inh	-2	7
Cardio protect	4	-1
CaV13 ICDI inh	-6	-5
aDG glyco act	0.1	0.0
ABCB6 inh MLPCN	94	97

# (more compounds)
(49) O=C(CCN1C(=O)C2C3C=CC(C3)C2C1=O)NC1CCCCC1 (stereo not drawn)
(50) COC(=O)COc1ccc(S(=O)(=O)Nc2ccccc2SC)cc1
(51) COc1cc2cc(NC(C)=O)cc(NCc3ccccc3)c2cc1OC
(52) CCc1ccc2c(c1)[C@H]1OCC[C@H]1[C@@H](c1cccs1)N2
(53) Cc1cnc(-c2nnc(N(C)C(=O)C3CCOC3)s2)cn1 (stereo not drawn)
(54) O=C(NCc1nc(-c2ccc(Cl)cc2)no1)c1ccc2c(c1)OCO2
(55) CCn1c(Cc2c(C)[nH]c3ccccc23)nnc1SCC(=O)NCc1ccccc1

Assay by compound	49	50	51	52	53	54	55
MC4R antag cAMP	-10	8	-8	-4	7	-13	7
MC4R ag barr	1.5	0.7	-2.4	-1.4	-0.1	0.1	-2.5
PDI turbidity	3	4	-7	-2	-5	-18	3
N-glyco inh	2	0	9	8	1	1	-1
HTR2A ag	1	-1	2	6	4	-1	4
Vif inh	4	7	i	-4	-1	14	3
Cardio protect	4	-16	-10	-17	-4	-1	-6
CaV13 ICDI inh	-3	-4	-4	-6	-3	-4	-6
aDG glyco act	-0.2	-0.1	-0.1	0.0	0.1	0.0	-0.1
ABCB6 inh MLPCN	95	101	108	92	95	95	101

# Screening data: PubChem BioAssay, several laboratories
